Assay outcomes: PubChem, several laboratories
TLR9-MyD88 inh – inhibitors of TLR9-MyD88 association in cells, primary screen, cell-based, CHO, BLA complementation, fluorescence. CCF4 FRET ratio. inhibition, % at 4.98 µM. hit rate 0.21% among 340,000. AID 504734, 2011;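 active means inhibition above the mean over all tested compounds plus 3 SD, cut at about 21% in these data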;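 further: 0% = DMSO only wells and 100% = clavulanate BLA inhibitor control wells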
NR2F2 inh – NR2F2 transcriptional activity inhibitors, primary screen, cell-based, luciferase reporter, HEK293T, luminescence. COUP transcription factor 2 (Homo sapiens), P24468. HEK293T NGFI-A luciferase reporter. inhibition, % at 8.6 µM. hit rate 0.7% among 370,000. AID 686940, 2013;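 active means inhibition above a per-plate cutoff, mean inhibition of test wells between control levels plus 3 SD, cut at about 38% in these data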;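 further: cells cotransfected with COUP-TFII expression vector driving the NGFI-A reporter; 0% = median of COUP-TF2 test wells and 100% = reporter-only cells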
Target sequence (P24468 whole entry, looked up): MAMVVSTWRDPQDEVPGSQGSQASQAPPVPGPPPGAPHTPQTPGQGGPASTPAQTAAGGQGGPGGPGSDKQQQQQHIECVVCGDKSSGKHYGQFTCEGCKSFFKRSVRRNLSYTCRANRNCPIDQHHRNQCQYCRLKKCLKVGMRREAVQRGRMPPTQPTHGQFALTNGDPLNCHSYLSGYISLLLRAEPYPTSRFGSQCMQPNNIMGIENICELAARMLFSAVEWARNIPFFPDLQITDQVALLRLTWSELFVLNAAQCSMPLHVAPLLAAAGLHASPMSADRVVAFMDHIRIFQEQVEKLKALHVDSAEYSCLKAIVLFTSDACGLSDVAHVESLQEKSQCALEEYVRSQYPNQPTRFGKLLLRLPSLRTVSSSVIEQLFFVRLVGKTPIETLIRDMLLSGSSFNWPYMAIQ
TROY NFkB inh – inhibitors of TROY-driven NF-kB signaling, primary screen, Q293 LMP1-TROYcd cells, NF-kB luciferase, uHTS; Q293 LMP1-TROYcd NF-kB luciferase reporter, 4 h; inhibition, % at 10 µM; hit rate 0.98% among 360,000; AID 1347056, 2019;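 active means compounds whose plate-normalised and pattern-corrected inhibition of the luciferase reporter signal at the single screening dose is 50% or more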
LRH-1 inv ag – LRH-1 (NR5A2) inverse agonists, primary screen, cell-based, luminescence, HEK293T, StAR-luciferase reporter; inhibition, % at 3.6 µM; hit rate 0.13% among 360,000; Nuclear receptor subfamily 5 group A member 2 (Homo sapiens), O00482; LRH-1 transfected, 24 h;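 active means inhibition above the mean inhibition of all tested compounds plus 3 SD, cut at about 73% in these data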;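 further: 0% = DMSO wells and 100% = reporter-only cells lacking LRH-1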
LMP1 NFkB inh – EBV LMP1-driven NF-kappaB luciferase reporter inhibitors, primary screen, cell-based, luminescence, single point; inhibition, % at 12.5 µM; hit rate 0.69% among 350,000; LMP1-induced NF-kappaB luciferase reporter cells; AID 504558, 2011; in the data active means inhibition above about 41%;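 further: 0% = neutral control wells and 100% = reference inhibitor control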
NCOA2 inhibitor – inhibition of GAL4-SRC2 driven luciferase reporter, primary screen, SRC2 inhibitor project, cell-based, luminescence. HEK293 GAL4-SRC2 luciferase reporter. inhibition, % at 9 µM. Nuclear receptor coactivator 2 (Homo sapiens), Q15596. hit rate 0.17% among 370,000;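 active means inhibition above the mean inhibition of all tested compounds plus 3 SD, set per campaign, cut at about 52% in these data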;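 further: 0% = DMSO treated cells and 100% = cells given Gossypol at 36 µM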
SRC1 inh – SRC1 coactivator transcriptional activity inhibitors, primary screen, cell-based, luminescence; hit rate 0.12% among 360,000; Nuclear receptor coactivator 1 (Homo sapiens), Q15788; inhibition, % at 3.6 µM; AID 588354, 2011; HEK293 GAL4-SRC1 luciferase reporter;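 active means inhibition above the campaign mean plus 3 SD, with each screening campaign given its own cutoff, cut at about 60% in these data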;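 further: 0% = DMSO treated cells and 100% = gossypol at 36 µM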
TWEAK Fn14 block – inhibitors of TWEAK-Fn14 signaling, primary screen, luciferase reporter cells, uHTS | TWEAK-stimulated Fn14 reporter cells, luciferase luminescence, 8 h | inhibition, % at 10 µM | hit rate 2% among 360,000; in the data active means inhibition above about 50%
SRC3 inh – SRC3 coactivator transcriptional activity inhibitors, primary screen, cell-based, luminescence | inhibition, % at 3.6 µM | HEK293 GAL4-SRC3 luciferase reporter | AID 588352, 2011 | hit rate 0.17% among 360,000 | Nuclear receptor coactivator 3 (Homo sapiens), Q9Y6Q9;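 active means inhibition above a per-campaign cutoff, the mean of all compounds plus 3 SD, cut at about 60% in these data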;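 further: 0% = DMSO-treated cells and 100% = gossypol-treated cells at 36 µM; higher means less SRC3-driven luciferase light from the GAL4 reporter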
TRAIL sens C8 – viability loss with TRAIL in NB7+C8 cells, primary screen, TRAIL sensitizer project, cell-based, ATPlite luminescence. inhibition (viability loss, TRAIL sensitization), % at 10 µM. hit rate 1% among 360,000. AID 624354, 2012;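 active means compounds causing at least 50% loss of cell viability in the single-dose screen, relative to plate controls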
NOD2 RIPK2 PPI – NOD2-RIPK2 binding disruptors in cells, primary screen, fluorescence, CHO cells, BLA complementation; CCF4 ratio; inhibition, % at 4.98 µM; hit rate 0.38% among 360,000; in the data active means inhibition above about 21%;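 further: 0% = vehicle only and 100% = reference blocker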
Target sequence (O43353 whole entry, looked up): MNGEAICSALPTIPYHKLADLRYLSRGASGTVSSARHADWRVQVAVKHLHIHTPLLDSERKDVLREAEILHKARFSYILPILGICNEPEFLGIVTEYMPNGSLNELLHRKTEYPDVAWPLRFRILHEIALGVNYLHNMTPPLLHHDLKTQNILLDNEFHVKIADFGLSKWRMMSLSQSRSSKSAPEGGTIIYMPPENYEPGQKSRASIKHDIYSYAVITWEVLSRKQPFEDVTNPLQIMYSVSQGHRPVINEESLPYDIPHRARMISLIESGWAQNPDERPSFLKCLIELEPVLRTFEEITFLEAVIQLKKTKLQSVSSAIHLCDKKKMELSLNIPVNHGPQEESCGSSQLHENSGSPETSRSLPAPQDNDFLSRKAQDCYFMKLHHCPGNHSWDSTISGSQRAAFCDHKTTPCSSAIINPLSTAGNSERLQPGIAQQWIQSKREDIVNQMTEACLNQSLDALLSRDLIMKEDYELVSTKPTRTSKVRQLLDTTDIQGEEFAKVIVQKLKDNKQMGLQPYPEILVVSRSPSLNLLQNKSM
Starred values were filed as active, the others as inactive; . = not tested or not shown. An excerpt; rates above refer to the full screens.

The opening two records, to show the layout:
SMILES	TLR9-MyD88 inh	NR2F2 inh	TROY NFkB inh	LRH-1 inv ag	LMP1 NFkB inh	NCOA2 inhibitor	SRC1 inh	TWEAK Fn14 block	SRC3 inh	TRAIL sens C8	NOD2 RIPK2 PPI
Cc1cccc(/C=N/n2c(C)cc(C)c(C#N)c2=O)c1	-4.8	-6.6	12.0	-11.3	3.2	-10.7	10.7	-4.3	7.5	-6.0	-18.0
CC(=O)NC(CC(=O)N1CCCC1)c1ccccc1 (stereo not drawn)	-8.0	-15.0	-6.3	-12.3	4.1	11.0	3.0	6.1	8.8	19.0	0.5

Main list, previewed entries included:
SMILES	TLR9-MyD88 inh	NR2F2 inh	TROY NFkB inh	LRH-1 inv ag	LMP1 NFkB inh	NCOA2 inhibitor	SRC1 inh	TWEAK Fn14 block	SRC3 inh	TRAIL sens C8	NOD2 RIPK2 PPI
Cc1cccc(/C=N/n2c(C)cc(C)c(C#N)c2=O)c1	-4.8	-6.6	12.0	-11.3	3.2	-10.7	10.7	-4.3	7.5	-6.0	-18.0
CC(=O)NC(CC(=O)N1CCCC1)c1ccccc1 (stereo not drawn)	-8.0	-15.0	-6.3	-12.3	4.1	11.0	3.0	6.1	8.8	19.0	0.5
COc1cccc(NC(=O)COC(=O)Cn2c(C)csc2=O)c1	-3.4	-4.6	-11.2	-8.4	-3.8	3.2	-13.0	-3.0	9.0	-8.2	-5.5
CCOC(=O)C1CCCN(C(=O)Cn2ncc3c([nH]c4ccc(C)cc43)c2=O)C1 (stereo not drawn)	-1.2	16.1	-18.4	19.6	1.1	-13.6	-13.1	7.0	1.1	-16.3	-11.4
CCN1CCCC1CNC(=O)CN(C)S(=O)(=O)c1ccc(Cl)cc1 (stereo not drawn)	-2.9	-2.9	-4.3	12.1	-6.9	18.1	-4.4	12.3	5.5	-4.7	-3.4
COc1ccc(-c2nc(C)ncc2-c2ccccc2)c(O)c1	9.3	-2.5	-5.9	1.7	43.3*	0.1	-12.0	-2.0	-78.7	-7.9	-1.8
NC(=S)N/N=C/c1coc2ccc(Br)cc2c1=O	-5.9	4.2	-5.5	13.9	-3.1	14.9	21.8	30.5	28.7	-15.3	-0.8
CCCCn1c(CN2C(=O)c3ccccc3C2=O)nc2ccccc2c1=O	-9.0	14.1	-29.0	-1.1	9.9	-17.8	-1.9	-14.2	10.1	3.0	-4.3
CCC(CO)Oc1cc(NCc2ccc(C)cc2)c2ncn(C(C)C)c2c1 (stereo not drawn)	7.4	5.7	-8.7	1.9	6.0	11.8	2.3	2.0	-7.7	-5.5	-1.6
CN1CCn2cnc(C(=O)NCc3ccc(CNC(=O)OC(C)(C)C)cc3)c2C1=O	.	0.9	-4.4	-7.7	.	-3.3	0.7	9.9	-8.6	10.3	-3.1
O=C(OCC(=O)N1CCCC1=O)C1COc2ccccc2O1 (stereo not drawn)	7.9	14.1	10.0	1.3	-8.2	9.1	0.7	-0.1	0.6	-0.8	-1.8
Cc1cc(S(=O)(=O)NCc2cccnc2)ccc1-n1cnnn1	-3.8	12.9	4.9	-5.1	0.8	18.8	5.5	4.2	5.3	-7.1	-8.6
CCC(C)NCCOc1cccc(Br)c1 (stereo not drawn)	-2.0	-9.8	5.5	13.6	-1.1	5.7	17.3	-5.3	-4.6	-0.5	-3.0
CCOc1ccc(S(=O)(=O)N2CCC(C(=O)OC(C)C(=O)N(C)C3CCCCC3)CC2)cc1 (stereo not drawn)	6.5	15.8	-18.5	2.2	-9.6	6.0	-17.4	10.9	-1.5	-4.2	-7.3
CCOC(=O)n1c2ccccc2c(=O)n1CCO	.	4.1	9.5	-1.9	.	-27.4	8.7	-9.8	12.0	1.1	-5.3
CN(C)CCOC(=O)CCCCCCCCC(=O)OCCN(C)C	-9.5	12.5	-7.1	-2.6	-3.2	8.9	-1.5	-4.2	14.7	9.2	-5.9
Fc1ccc(CSc2ncnc3c2ncn3C2CCCCO2)cc1 (stereo not drawn)	7.6	-27.9	-42.1	-74.7	-17.4	-31.7	-56.9	-18.3	-50.0	2.9	5.8
O=C(Nc1ccc(F)cc1F)c1cc(-c2ccco2)nc2ccccc12	-10.0	-10.4	-2.2	6.0	-8.6	-4.3	-7.0	23.0	-23.3	-6.7	-2.0
CC(=O)N(C)c1ccc(NS(=O)(=O)c2cc(Cl)ccc2Cl)cc1	-6.8	-0.9	-23.6	14.3	1.1	-6.2	1.5	6.7	6.9	-4.3	-2.6
CC(C)N(C)c1ncnc2c1ncn2[C@H]1CN(Cc2ccc(Cl)cc2)C[C@@H](CO)O1	.	-4.9	7.7	-5.4	.	2.4	5.2	-18.4	4.9	10.6	3.8
Cc1ccc(OCC(=O)Nc2ccncc2)cc1	-1.2	0.1	-34.4	-0.6	4.6	12.3	13.6	-3.2	8.4	12.8	-1.6
C/C(N)=C(/C#N)C(=O)CSc1nnnn1-c1ccccc1	-4.5	-19.8	-29.0	-12.9	11.9	-20.3	-3.1	-5.6	-21.0	-9.1	-8.0
CC1(O)N(CCC(=O)Nc2cccc(F)c2)C(=O)OC12CCCCC2 (stereo not drawn)	-2.1	-1.8	4.5	32.1	2.7	-15.8	-16.1	-7.5	-17.9	7.4	-0.1
O=C1Cn2nnc(-c3ccccc3)c2C2c3ccccc3CCN12 (stereo not drawn)	.	0.3	9.8	16.8	.	11.3	0.0	-12.3	10.1	11.9	0.2
c1ccc(-n2cnc3ccccc32)nc1	-7.3	-0.8	10.5	-2.3	-5.4	22.0	23.6	24.8	20.3	-9.4	4.6
C=CCSc1nnc(-c2cc3c(s2)-c2ccccc2CC3)o1	3.3	-25.2	-62.2	-26.2	-9.9	-27.5	-43.0	-24.1	-63.9	-3.1	-14.4
Cc1cc(=O)oc(C)c1C(=O)NCc1cccnc1	-23.6	-0.6	-6.6	13.5	7.0	-12.1	-7.4	18.4	11.3	0.2	-1.7
COC(=O)Cn1c(=NC(=O)CSC(C)=O)sc2ccccc21	3.7	6.0	10.3	-23.7	-3.3	-8.0	8.2	-7.8	15.5	-5.5	-4.9
O=C(c1cc(C2CC2)nn1-c1ccccc1)N1CCN(S(=O)(=O)c2cccc(F)c2)CC1	-14.1	-12.9	8.3	-12.7	2.8	3.8	9.3	-14.9	-5.8	9.9	-8.3
CCc1cccc(C)c1NC(=O)CCCN1C(=O)NC(C)(C)C1=O	8.3	-6.9	14.9	11.1	-4.6	-14.7	4.2	1.2	2.7	-0.6	-5.0
O=S(=O)(N1CCCCCC1)N1CCN(S(=O)(=O)N2CCCCC2)CC1	-2.9	-8.5	-16.2	-0.7	5.0	4.2	15.9	0.7	-15.4	-5.0	-1.1
C1=CCN(c2nc(N3CCOCC3)nc(N3CCCc4ccccc43)n2)CC1	1.5	0.2	21.9	22.8	-3.1	7.2	11.3	-2.8	2.7	-8.2	-4.8
Cc1cccc2sc(NNC(=O)c3cc(=O)c4ccccc4o3)nc12	14.6	-31.4	-15.8	17.8	-23.9	-39.3	-35.2	14.2	-39.3	17.1	-3.9
Cc1ccc(S(=O)(=O)Nc2c(C)n(C)n(-c3ccccc3)c2=O)cc1C(=O)NCc1ccccc1	-2.3	-0.9	3.7	6.4	-8.8	18.8	-28.1	-2.8	9.8	1.5	10.8
Cc1ccc(N2CC(C(=O)NCc3nnnn3-c3ccc(C)c(C)c3)CC2=O)cc1 (stereo not drawn)	-5.7	-5.5	-3.6	-4.6	-8.1	-9.2	1.2	-6.3	11.2	-15.2	-0.1
O=C(CSc1ncnc2ccccc12)N1CCNC1=O	2.5	-21.8	-21.4	-24.9	1.9	-49.4	-39.7	5.9	-16.3	-12.8	-8.0
COc1ccc(OCc2nnc(SCC(=O)Nc3cccc(C(C)=O)c3)o2)cc1	-6.7	6.1	-12.8	-41.4	10.1	-8.9	7.7	-8.5	1.9	-16.4	-6.5
CC1CCCC(NC(=O)CSc2ncnc3ccccc23)C1C (stereo not drawn)	1.6	29.3	5.3	10.8	-1.7	9.9	1.5	15.4	0.9	11.9	9.5
O=[N+]([O-])c1ccc(N2CCCC2)nc1	.	10.5	-28.4	8.2	-0.2	-14.5	-0.2	-6.0	8.7	-10.1	-1.9
O=C1[C@H]2[C@@H](/C=C/c3ccccc3)N3C(=O)CN(CC4CC4)C(=O)[C@@]3(Cc3ccccc3)[C@H]2C(=O)N1c1ccccc1	-8.8	15.3	-27.8	9.1	-4.9	5.4	-2.0	-17.9	2.6	54.9*	6.8
CC1CC(=O)C(C2c3ccccc3CCN2C(=O)CCl)C(=O)C1 (stereo not drawn)	-1.5	4.8	-6.2	14.8	5.1	-21.1	7.2	-12.6	-3.3	-7.1	3.4
COc1cccc(C(=O)NCCS(=O)(=O)NCc2cccs2)c1	5.5	12.3	-0.5	-13.2	1.9	-23.4	16.8	4.3	25.9	15.7	-9.3
O=C(CN(Cc1ccccc1)C(=O)c1cccc([N+](=O)[O-])c1)Nc1c(Cl)cc(Cl)cc1Cl	-8.4	-20.1	-2.5	15.7	0.4	-0.4	8.8	-18.5	20.1	2.8	-1.0
CCCN1C(=O)c2ccccc2NC1c1ccc(C)cc1 (stereo not drawn)	-4.0	6.6	-8.8	-3.9	-13.2	-2.5	-28.5	-9.1	24.7	3.0	2.2
O=C(C[n+]1cccc(Br)c1)c1ccc(-c2ccccc2)cc1	-5.4	-13.7	-43.2	26.4	15.4	-19.6	-1.0	-22.0	-30.1	-4.1	-16.3
CC(C)[C@H](NC(=O)c1ccccc1F)C(=O)OCC(=O)NC1CC1	3.9	0.3	-10.6	3.4	-5.7	-14.0	10.0	13.2	-5.3	-13.8	-3.8
CCOC(=O)Cc1c(-c2cccc(Cl)c2)nc2c3ccccc3ccn12	.	15.2	-90.7	-8.6	.	5.6	.	-0.9	.	8.8	-1.9
C=CCNC(=S)Nc1ccc2nc(C)c(C)nc2c1	-1.6	-24.5	-23.7	-27.7	4.9	-2.5	-22.8	3.8	-29.2	10.3	-10.5
COc1ccc(-n2ncc3c(N4CCc5ccccc54)ncnc32)cc1	-4.1	-40.3	6.4	-72.5	-36.7	-42.0	-106.4	-15.6	-98.2	39.4	-2.1
O=C(COc1ccc(Cl)cc1Br)Nc1cccc(S(=O)(=O)N2CCCC2)c1	-14.1	17.4	-11.3	-50.2	-12.5	-3.5	-25.4	-29.1	-4.3	10.1	-0.2
COc1ccc(/C=N/n2c(N)nc3ccccc32)cc1OC	-11.6	-19.3	-21.4	-29.3	0.2	-21.1	-30.7	15.1	-9.1	12.5	11.5
Cc1cc(C)cc(NC(=O)N2CCCN(c3ncccc3[N+](=O)[O-])CC2)c1	-2.6	6.3	3.7	-1.8	4.0	-3.1	2.5	-12.7	9.4	-10.4	-5.8
COc1ccc(C(=O)c2cc3c(cc2[N+](=O)[O-])OCCO3)cc1	-3.7	1.6	-20.0	0.8	0.3	-10.4	16.3	-10.5	8.8	2.6	-5.8
